JMJD2A Tudor – inhibitors of human JMJD2A Tudor domain; O75164; AlphaScreen JMJD2A-Tudor / H3K4me3 peptide binding; Potency, µM (highest dose often 114 µM), inactives show at the top dose activity change, negative = inhibition, actives largely listed as inhibitors; actives 4.4% (n = 390,000); active = well fitted inhibition curve with a large enough effect; inconclusive = small, poorly fitted or top-dose-only effect; inactive = no such curve, though single readings can be large or run the other way; note: nearly all actives have a fitted effect of over 50% in size
Pin1 inh – human Pin1 inhibition. actives 0.009% (n = 390,000). AID 504891. Potency, µM (highest dose often 115 µM), for the others: at the highest dose activity, negative = inhibition, usual class: inhibitors. Pin1 FP peptide displacement, HiFluor488, 10 min; active = well fitted inhibition curve with a large enough effect in the polarisation, with a control signal flat, not every such curve was filed as active; inconclusive = small, poorly fitted or top-dose-only effect, or effect the other way, or a change in a side signal; inactive = no such curve, though single readings can be large or run the other way; the % refers to the polarisation
Target sequence (Q13526 whole entry, looked up): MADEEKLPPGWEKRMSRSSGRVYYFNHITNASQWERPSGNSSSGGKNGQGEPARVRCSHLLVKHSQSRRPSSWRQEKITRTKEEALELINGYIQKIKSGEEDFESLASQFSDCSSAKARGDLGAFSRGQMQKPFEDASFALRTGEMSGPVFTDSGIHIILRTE
* marks the source's active call; other numbers are inactive results; u = inconclusive; & = joins results of further samples; [ ] = dose if it differs, or a comment. % is set by controls: 0 for no effect and ±100 for the full control effect; potency is the fitted concentration of half-maximal effect. Not all compounds are listed. The share of hits here may be higher or lower than overall.

1) O=C(CNC(=O)c1ccccc1)OC(C(=O)Nc1cc([N+](=O)[O-])ccc1F)c1ccccc1 (stereo not given)
2) S=C(NCCCN(Cc1ccc(Cl)c(Cl)c1)c1ccc(Br)cn1)NCCc1cnc[nH]1
3) O=[S+]([O-])(c1ccc2c(c1)OCCO2)N1CCN([S+](=O)([O-])c2c(O)cc(F)cc2F)CC1
4) Cc1ccc(NS(=O)(=O)c2ccc3c(c2)N(C)CCO3)cc1C
5) COc1cccc(C2=Nn3c(nnc3-c3ccc(OC)cc3OC)SC2)c1
6) O=C(CNC(=O)c1ccc(Cl)cc1Cl)OC(C(=O)Nc1cc(C(F)(F)F)ccc1Cl)c1ccccc1 (stereo not given)

Screen / compound no.,1,2,3,4,5,6
JMJD2A Tudor,-28%,40µM*,-11%,u,-20%,-11%
Pin1 inh,-1%,-4%,2%,4%,-9%,37%[activator]

7) Cc1noc(C)c1-c1ccc2ncnc(NCc3cccc(-c4ccccc4)c3)c2c1
8) Cc1cc2c(s1)c1cnn(Cc3ccc(Br)cc3F)c(=O)c1n2C
9) Cc1ccc(NS(=O)(=O)c2cccc(Cl)c2)cc1C
10) O=C1c2ccccc2C(=O)N1c1ncccc1O
11) O=C(O)c1ccc(S(=O)(=O)N[C@@H](Cc2ccc(O)cc2)C(=O)O)cc1
12) CC(C)(C)OC(=O)NCc1nnc(-c2cc3ccccc3[nH]2)s1

Screen / compound no.,7,8,9,10,11,12
JMJD2A Tudor,-30%,-22%,9%,-19%,-23%,0%
Pin1 inh,3%,2%,4%,-12%,u,2%

Next section, starting with the last 3 of the part before.
10) O=C1c2ccccc2C(=O)N1c1ncccc1O
11) O=C(O)c1ccc(S(=O)(=O)N[C@@H](Cc2ccc(O)cc2)C(=O)O)cc1
12) CC(C)(C)OC(=O)NCc1nnc(-c2cc3ccccc3[nH]2)s1
13) COc1cccc(-c2nnc3n2N=C(c2ccccc2OC)CS3)c1
14) COc1ccc(C2Nc3ccccc3C(=O)N2Cc2ccccc2)cc1COc1ccc(C#N)cc1 (stereo not given)
15) Cc1cc2c(s1)c1cnn(Cc3ccccc3C)c(=O)c1n2C
16) COc1ccc(C2Nc3ccccc3C(=O)N2Cc2ccccc2)cc1COc1ccc(C)cc1 (stereo not given)
17) COc1ccc(NC(=O)C(OC(=O)CNC(=O)c2ccccc2)c2ccccc2)cc1F (stereo not given)
18) Cc1cc2c(s1)c1cnn(Cc3ccccc3Br)c(=O)c1n2C

Screen / compound no.,10,11,12,13,14,15,16,17,18
JMJD2A Tudor,-19%,-23%,0%,-25%,u,-2%,-14%,-23%,-20%
Pin1 inh,-12%,u,2%,-2%,15%,-2%,8%,0%,0%

19) Cc1cc2c(s1)c1cnn(Cc3ccc(F)c(Cl)c3)c(=O)c1n2C
20) COc1ccc(-n2nc(C(=O)O)c3csc(N)c3c2=O)cc1
21) CC(C)(C)Nc1nc(C#N)nc(Nc2ccccc2)n1
22) Cn1c2cc(S(C)=O)sc2c2cnn(Cc3ccccc3F)c(=O)c21 (stereo not given)
23) O=S1(=O)N=C(Oc2ccccc2Br)c2ccccc21
24) N#Cc1nc(NCC2CC2)nc(Nc2ccccc2)n1

Screen / compound no.,19,20,21,22,23,24
JMJD2A Tudor,-23%,79µM*,-12%,-18%,79µM*,-6%
Pin1 inh,0%,u,2%,-9%,-8%,2%

25) CC(C)(C)OC(=O)Cc1nnc(C(C(=O)OCc2ccccc2)c2ccccc2)o1 (stereo not given)
26) COc1ccc(-n2cnc3c(c2=N)C(c2cccc(OC)c2)c2c(ccc4ccccc24)O3)cc1 (stereo not given)
27) NCC(=O)Nc1cccc(-c2nn3c(=O)cc(N4CCNCC4)nc3s2)c1
28) COc1cccc(Cn2ncc3c4sc(C)cc4n(C)c3c2=O)c1
29) O=[S+]([O-])(c1ccc2c(c1)OCCO2)N1CCN([S+](=O)([O-])c2c(F)cc(F)cc2Br)CC1
30) O=[N+]([O-])c1cccc(S(=O)(=O)N2CCN(S(=O)(=O)c3ccc4c(c3)OCCO4)CC2)c1

Screen / compound no.,25,26,27,28,29,30
JMJD2A Tudor,10%,u,-21%,-19%,-24%,-18%
Pin1 inh,3%,15%,u,2%,-3%,-13%

Four records drawn at random from those above, as already listed:
26) COc1ccc(-n2cnc3c(c2=N)C(c2cccc(OC)c2)c2c(ccc4ccccc24)O3)cc1 (stereo not given)
30) O=[N+]([O-])c1cccc(S(=O)(=O)N2CCN(S(=O)(=O)c3ccc4c(c3)OCCO4)CC2)c1
27) NCC(=O)Nc1cccc(-c2nn3c(=O)cc(N4CCNCC4)nc3s2)c1
29) O=[S+]([O-])(c1ccc2c(c1)OCCO2)N1CCN([S+](=O)([O-])c2c(F)cc(F)cc2Br)CC1

Screen / compound no.,26,30,27,29
JMJD2A Tudor,u,-18%,-21%,-24%
Pin1 inh,15%,-13%,u,-3%

Next section.
31) COc1ccc(C2Nc3cccc(OC)c3C(=O)N2Cc2ccccc2)cc1COc1ccc(NC(C)=O)cc1 (stereo not given)
32) O=[S+]([O-])(c1c(F)cccc1F)N1CCN([S+](=O)([O-])c2csc3ccccc23)CC1
33) COc1cc(-c2ccc3ncnc(N(C)Cc4csc(C)n4)c3c2)cc(OC)c1OC
34) CCOC(=O)c1nn(-c2ccc(OC)cc2)c(=O)c2c(NC(=O)Cc3ccccc3)scc12
35) COc1ccc(C2=Nn3c(nnc3-c3cc(OC)ccc3OC)SC2)c(OC)c1
36) N#Cc1nc(Nc2cccc(Br)c2)nc(NC2CCCC2)n1

Screen / compound no.,31,32,33,34,35,36
JMJD2A Tudor,56µM*,-16%,-21%,-12%,79µM*,-16%
Pin1 inh,35%[activator],-1%,-1%,3%,-5%,69%[activator]

37) NC(=O)c1ccc(C[C@H](C(=O)O)N2C(=O)c3ccc(C(=O)O)cc3C2=O)cc1
38) CCOC(=O)/C=C/c1cc(F)c(S(=O)(=O)N2CCN(S(=O)(=O)c3ccc4c(c3)OCCO4)CC2)cc1F
39) N#CN1CCC(NS(=O)(=O)c2ccc(F)cc2)C1 (stereo not given)
40) Cc1cc2c(s1)c1cnn(Cc3ccc(C(F)(F)F)cc3)c(=O)c1n2C
41) CCCCNC(=S)NCCCc1cnc[nH]1
42) COc1ccc2ncnc(NCc3cccs3)c2c1-c1ccc2c(c1)OCO2

Screen / compound no.,37,38,39,40,41,42
JMJD2A Tudor,u,-4%,-7%,-7%,-18%,u
Pin1 inh,-10%,3%,-3%,-10%,0%,-6%

43) O=C(OCC#CCSc1nnc(-c2cccc3ccccc23)o1)c1ccc(SC(F)(F)F)cc1
44) COc1cc(-c2ccc3ncnc(NCC4CCCO4)c3c2)cc(OC)c1OC (stereo not given)
45) O=C(NCc1ccccc1)Nc1ncnc2c1C(c1ccccc1)c1c(ccc3ccccc13)O2 (stereo not given)
46) COc1cc(F)c(S(=O)(=O)N2CCCN(S(=O)(=O)c3cccc(N)c3)CC2)c(F)c1
47) O=C1CCc2cc(S(=O)(=O)NCc3ccccc3)ccc2N1
48) Cc1cccc(C(=O)NCC(=O)OC(C(=O)Nc2cc(C(F)(F)F)ccc2Cl)c2ccccc2)c1 (stereo not given)

Screen / compound no.,43,44,45,46,47,48
JMJD2A Tudor,23%,-23%,-27%,u,-11%,-21%
Pin1 inh,-1%,-5%,22%,13%&1%,5%,0%

Sorted by molar mass (lowest first): three of the compounds above.
47) O=C1CCc2cc(S(=O)(=O)NCc3ccccc3)ccc2N1
43) O=C(OCC#CCSc1nnc(-c2cccc3ccccc23)o1)c1ccc(SC(F)(F)F)cc1
48) Cc1cccc(C(=O)NCC(=O)OC(C(=O)Nc2cc(C(F)(F)F)ccc2Cl)c2ccccc2)c1 (stereo not given)

Screen / compound no.,47,43,48
JMJD2A Tudor,-11%,23%,-21%
Pin1 inh,5%,-1%,0%

Continuation.
49) O=C1CCCC2=C1C1(CCOCC1)N=C(Nc1nc3ccccc3o1)N2
50) Cc1noc(CN(C)c2ncnc3ccc(-c4ccc5c(c4)OCO5)cc23)n1
51) c1nc(NCC2CCCO2)c2ccc(-c3ccc4c(c3)OCO4)cc2n1 (stereo not given)
52) Cn1c2cc(S(C)(=O)=O)sc2c2cnn(Cc3ccccc3F)c(=O)c21
53) O=C(O)CCc1cc(F)c(S(=O)(=O)N2CCN(S(=O)(=O)c3ccc4c(c3)OCCO4)CC2)cc1F
54) CC(=O)Nc1ccc(OCc2cccc(C3Nc4ccccc4C(=O)N3Cc3ccco3)c2)cc1 (stereo not given)

Screen / compound no.,49,50,51,52,53,54
JMJD2A Tudor,-23%,u,79µM*,-1%,-5%,89µM*
Pin1 inh,-20%,u,-13%,14%,-10%,23%

55) CNc1nc(C#N)nc(Nc2ccccc2)n1
56) COCCCc1cc(F)c(S(=O)(=O)N2CCN(S(=O)(=O)c3ccc4c(c3)OCCO4)CC2)cc1F
57) COc1ccc(C2C3=C(N=CN(CCN4CCOCC4)C3N)Oc3ccccc32)cc1OC (stereo not given)
58) N#Cc1nc(Nc2cccc3ccccc23)nc(NC2CCCC2)n1
59) Cc1cc2c(s1)c1cnn(Cc3ccc(C(=O)O)cc3)c(=O)c1n2C
60) Cn1cc2ccc(-c3ccc4ncnc(NCc5cccs5)c4c3)cc2n1

Screen / compound no.,55,56,57,58,59,60
JMJD2A Tudor,-18%,-12%,-18%,-27%,-5%,u
Pin1 inh,4%,-2%,2%,14%,-4%,u

61) COc1ccccc1C1=Nn2c(nnc2-c2ccccc2O)SC1
62) COc1ccc([C@H]2[C@H](c3ccccc3)C(=O)N2Cc2ccccc2)cc1COc1ccc(NC(C)=O)cc1
63) O=C1CCc2cc(S(=O)(=O)Nc3ccncc3)ccc2N1
64) CCC(=O)NC(c1cccc(C)c1)c1cc(Cl)c2cccnc2c1O (stereo not given)
65) Cc1cccc(OC2=NS(=O)(=O)c3ccccc32)c1
66) COc1ccc(C2Nc3ccccc3C(=O)N2Cc2cccnc2)cc1COc1ccc(NC(C)=O)cc1 (stereo not given)

Screen / compound no.,61,62,63,64,65,66
JMJD2A Tudor,-12%,u,-24%,-14%,u,56µM*
Pin1 inh,-5%,51%[activator],2%,2%,2%[163 µM],u

67) Cn1nnnc1Sc1ncnc2scc(-c3ccccc3F)c12
68) Oc1ccc(COc2ccccc2Cl)c2cccnc12
69) Nc1cccc(S(=O)(=O)N2CCN(S(=O)(=O)c3ccc4c(c3)OCCO4)CC2)c1
70) O=C(NCc1nnc(C(=O)Nc2ccc(C(F)(F)F)cc2Cl)o1)c1ccccc1
71) Cc1ccc(NS(=O)(=O)c2cc3c(cc2Cl)CCC(=O)N3)cc1C
72) Oc1ccc(CNc2cccc(F)c2)c2cccnc12

Screen / compound no.,67,68,69,70,71,72
JMJD2A Tudor,-14%,79µM*,-2%,-21%,-8%,56µM*
Pin1 inh,-8%,-2%,4%,5%,-1%,8%

73) COc1ccc(N2CCN(S(=O)(=O)c3ccc4c(c3)CC(=O)N4)CC2)cc1
74) O=[S+]([O-])(c1ccc(N2CCOCC2)nc1)N1CCN([S+](=O)([O-])c2c(F)cccc2F)CC1
75) C=C(C)c1cc2c(s1)c1cnn(Cc3ccccc3F)c(=O)c1n2C
76) Cc1cc2c(s1)c1cnn(Cc3cccc(C(F)(F)F)c3F)c(=O)c1n2C
77) COc1ccc(C2Nc3ccccc3C(=O)N2Cc2ccccc2)cc1OCc1ccc(NC(C)=O)cc1 (stereo not given)
78) O=C(OCC#CCSc1nnc(-c2cccc3ccccc23)o1)c1sc(Cl)c(Cl)c1Cl
79) O=C1c2ccccc2C(=O)N1c1ccc(Cl)cc1
80) COc1ccc(-c2nnc3n2N=C(c2cc(OC)ccc2OC)CS3)cc1

Screen / compound no.,73,74,75,76,77,78,79,80
JMJD2A Tudor,u,-21%,-22%,-28%,-25%,5%,-27%,u
Pin1 inh,31%[activator][230 µM],-4%,0%,-7%,24%,-5%,-10%,3%

Screens: PubChem, National Center for Advancing Translational Sciences (NCATS)
